# Screening data as filed in PubChem.
# Pol III holo inh: DNA polymerase III holoenzyme inhibition; AID 603; hit rate 0.25% among 71,000; reconstituted DNA polymerase III holoenzyme replication, biochemical; Potency, µM (doses to about 57.1 µM), for inactives: at the highest dose activity change, negative = inhibition; also: potency is read from the fitted curve at half-maximal effect; % is scaled to controls: 0 for no effect and ±100 for the full control effect
#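 Reconstituted *E. coli* holoenzyme (0.35 nM Pol III, 1 nM beta, 154 nM SSB, 2 nM primase) was preincubated with compound for 15 min at RT. Synthesis on 1.4 nM ssM13Gori ran 35 min, then was stopped with PicoGreen/EDTA and read as dsDNA fluorescence.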
# Epigenetic mod: epigenetic modulators derepressing GFP locus in mouse cells | mouse C127i GFP locus derepression, cytometry, 30 h | Potency, µM (highest dose often 46.1 µM), without a hit: at the top dose GFP derepression (activation) | hit rate 0.09% among 68,000 | AID 597; also: % of control where 0% means no effect
#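 Derepression screen: silenced CMV-GFP reporter in murine C127i cells, 30 h compound incubation at 37 C, washed cells imaged by laser-scanning cytometer to enumerate GFP-expressing objects of 20 to 120 um.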
# TexasRed autofl: compounds fluorescent in Texas Red spectral region; Compound fluorescence, Texas Red channel, 547/618 nm; stronger effect = higher value; max dye-equivalent concentration, M; hit rate 0.06% among 59,000; AID 587; in the data active = max dye-equivalent concentration above about 10 nM; inconclusive = between about 1.1 nM and that limit
#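 Spectral interference profiling: each compound concentration's relative fluorescence, read with a 547 nm excitation and 618 nm emission filter pair, was normalized to a per-plate Texas Red standard curve.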
# HADH2 inh: HADH2 (human) dehydrogenase inhibition | Q99714 | recombinant HADH2, NADH fluorescence, beta-hydroxybutyryl-CoA | Potency, µM (doses to about 57.1 µM), without a hit: at the highest dose activity change, negative = inhibition, usual class: inhibitors | hit rate 3.4% among 73,000 | AID 886; also: potency is read from the fitted curve at half-maximal effect; % is scaled to controls: 0 for no effect and ±100 for the full control effect; nearly all actives have a fitted effect of over 60% in size; many of its hits are not listed in these tables
# Target sequence (Q99714 whole entry, looked up, one chain of several): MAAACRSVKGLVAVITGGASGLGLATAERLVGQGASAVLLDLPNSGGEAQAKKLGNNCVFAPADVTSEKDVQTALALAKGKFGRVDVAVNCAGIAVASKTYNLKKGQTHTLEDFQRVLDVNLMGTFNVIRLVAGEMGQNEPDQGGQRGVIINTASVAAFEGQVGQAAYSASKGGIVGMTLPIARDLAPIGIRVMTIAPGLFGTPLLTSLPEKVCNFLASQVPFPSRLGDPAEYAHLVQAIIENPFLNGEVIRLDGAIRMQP
#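 His-tagged recombinant enzyme from E. coli, 20 nM, preincubated 15 min RT with compound; reaction started with 1 mM NAD+ and 90 uM beta-hydroxybutyryl-CoA in 100 mM Tris-HCl pH 9.0. NADH fluorescence (ex 360/em 450) read over 4 min; last-minus-first difference.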
# 15-hLO inh: 15-hLO (ALOX15) enzyme inhibition | purified 15hLO-1, xylenol orange hydroperoxide absorbance | AID 887 | hit rate 1.4% among 74,000 | P16050 | Potency, µM (doses to about 57.1 µM), without a hit: at the top dose activity change, negative = inhibition, usual class: inhibitors; also: potency is read from the fitted curve at half-maximal effect; % is scaled to controls: 0 for no effect and ±100 for the full control effect; nearly all actives have a fitted effect of over 55% in size
# Target sequence (P16050 whole entry, looked up): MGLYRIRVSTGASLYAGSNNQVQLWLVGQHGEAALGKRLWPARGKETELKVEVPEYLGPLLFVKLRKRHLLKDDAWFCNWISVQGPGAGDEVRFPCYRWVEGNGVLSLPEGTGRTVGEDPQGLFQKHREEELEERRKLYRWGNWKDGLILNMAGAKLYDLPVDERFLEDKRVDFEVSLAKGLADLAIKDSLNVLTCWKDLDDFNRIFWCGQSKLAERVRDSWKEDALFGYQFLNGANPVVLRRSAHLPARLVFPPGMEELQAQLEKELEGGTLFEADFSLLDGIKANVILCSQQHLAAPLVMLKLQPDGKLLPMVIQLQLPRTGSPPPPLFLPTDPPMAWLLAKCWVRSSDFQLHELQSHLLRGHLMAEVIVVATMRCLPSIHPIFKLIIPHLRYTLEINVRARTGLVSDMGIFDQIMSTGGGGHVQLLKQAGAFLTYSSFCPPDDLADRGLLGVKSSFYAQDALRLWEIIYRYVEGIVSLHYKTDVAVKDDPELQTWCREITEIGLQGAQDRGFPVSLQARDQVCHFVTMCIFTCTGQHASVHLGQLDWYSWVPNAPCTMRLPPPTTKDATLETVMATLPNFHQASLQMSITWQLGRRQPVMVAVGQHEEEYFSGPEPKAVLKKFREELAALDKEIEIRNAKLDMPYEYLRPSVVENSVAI
#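 Purified human 15hLO-1 (40 nM) in 25 mM Hepes pH 7.5, 0.01% Triton X-100, preincubated 15 min RT with compound, then 50 uM arachidonic acid for 6 min. Hydroperoxide read by ferrous/xylenol orange, 30 min; 573/405 nm absorbance ratio gave progress.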
# Ub-GFP proteasome: inhibits proteasome, raising ubiquitin-GFP reporter fluorescence | Ubiquitin-GFP reporter cells, proteasome inhibition, GFP fluorescence; response scale: untreated = 0%, 10 µM MG-132 = 100% | Potency, µM (highest dose often 45.9 µM), for inactives: at the top dose activation (GFP accumulation), most hits filed as activators | 67,000 tested, under 10 active; active = well fitted activation curve with a large enough effect, not every such curve was filed as active; inconclusive = small, poorly fitted or top-dose-only effect, or another doubt; inactive = no such curve, though single readings can be large or run the other way; also: potency is read from the fitted curve at half-maximal effect
#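 U2OS Ub(G76V)-GFP reporter; O/N plating, 0.5% FBS; cpd 46 uM–2.9 nM, 4 h, 37 °C; GFP+ cell count, 488/515 nm; norm. to basal vs 10 uM MG-132; CRC fit.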
# Hsp90 Hop PPI: changes Hsp90-Hop TPR2A binding signal, up or down | Potency, µM (series often up to 57 µM), inactives show at the top dose activity change, negative = inhibition | hit rate 0.44% among 71,000 | AlphaScreen TPR2A-His6 binding biotin-Hsp90 C-terminal peptide; active = well fitted curve in either direction with a large enough effect; inconclusive = small, poorly fitted or top-dose-only effect, or another doubt; also: potency is read from the fitted curve at half-maximal effect; % is scaled to controls: 0 for no effect and ±100 for the full control effect; many of its hits are not listed in these tables
# Rhodamine fluor: compound autofluorescence in rhodamine spectral region; Rhodamine-region fluorescence, 547/598 nm, Tris buffer; stronger effect = higher value; hit rate 0.05% among 59,000; max dye-equivalent concentration, M; in the data active = max dye-equivalent concentration above about 11 nM; inconclusive = between about 1.1 nM and that limit
#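 Steps: pin-transfer compounds into pH 8.0 Tris (100 mM), hold 15 min at room temperature, image with a 547/598 nm filter pair, and convert intensities to rhodamine-equivalent concentration using a six-point on-plate rhodamine series.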
# Fluorescein fluor: fluorescein region autofluorescence. Compound autofluorescence, 480/540 nm, fluorescein-equivalent; stronger effect = higher value. max fluorescein-equivalent concentration, M. hit rate 0.91% among 59,000. AID 593; in the data active = max fluorescein-equivalent concentration above about 10 nM; inconclusive = between about 1.1 nM and that limit
#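 Fluorescein stocks ranging 3 mM down to 300 nM, plus DMSO blanks, were pinned alongside compounds to build a per-plate standard curve. Buffer: 100 mM Tris, pH 8.0. Incubation 15 min, room temperature; filters 480/540 nm.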
# HBB splice mod: hemoglobin beta splicing modulation; Potency, µM (highest dose often 46.1 µM), without a hit: top-dose activation, usual class: activators; HBB splicing reporter cell assay, activation; EGFP reporter with mutant IVS2-654 intron; response scale: normalised to 500 nM splice-correcting PNA; AID 925; hit rate 0.06% among 65,000; also: potency is read from the fitted curve at half-maximal effect; 0% is about no effect
#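 Compounds were applied for 2 days to HeLa EGFP-654 cells, 500/well in Optimem with 2% FCS. The reporter's EGFP is disrupted by mis-splicing of beta-globin intron IVS2-654. Readout: summed well GFP fluorescence from 488 nm laser scanning; reference was 500 nM antisense […] 654 PNA.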
# 4MU fluor: compound fluoresces in the 4-MU spectral region. hit rate 11% among 59,000. max dye-equivalent concentration, M. compound autofluorescence, 340/450 nm, 4-MU equivalents; stronger effect = higher value; in the data active = max dye-equivalent concentration above about 10 nM; inconclusive = mostly about 1.1 nM to 9.6 nM
#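 Intrinsic fluorescence at 340/450 nm (ex/em) was read after 15 min at room temperature in pH 8.0, 100 mM Tris. Each compound concentration expressed as 4-MU-equivalent concentration from a six-point 4-MU standard series on each plate.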
# Starred values were filed as active, the others as inactive; i = inactive; u = inconclusive; x = not tested or not shown; [ ] = dose if it differs, or a comment. Unless noted, calls follow the shape of the dose curve; as a rule, active = well fitted curve in the direction sought with a large enough effect; inconclusive = small, poorly fitted or top-dose-only effect, or another doubt; inactive = no such curve, though single readings can be large; an effect the other way counts as inactive or inconclusive. Not all compounds are listed. The share of hits here may be higher or lower than overall.
compound,Pol III holo inh,Epigenetic mod,TexasRed autofl,HADH2 inh,15-hLO inh,Ub-GFP proteasome,Hsp90 Hop PPI,Rhodamine fluor,Fluorescein fluor,HBB splice mod,4MU fluor
COC(=O)C1(C)Nc2ccccc2C(=O)N1c1ccccc1OC (stereo unspecified),-1.4%,-3.4%,x,25.1µM*,1.5%,11.5%,-2.0%,x,x,-0.3%,x
O=C1CCCC2=C1C(Cc1ccccc1)C1=C(CCCC1=O)O2,3.4%,1.3%,u,4.2%,10.1%,3.2%,-0.1%,i,i,x,i
CCCCCn1c(N2CCC(C(N)=O)CC2)nc2c1c(=O)[nH]c(=O)n2C,-3.9%,u,i,-3.8%,-4.4%,-0.9%,-0.7%,i,i,x,i
CCOC(=O)N1CCC(NC(=O)CS(=O)Cc2nc(-c3ccc(OC)c(OC)c3)oc2C)CC1 (stereo unspecified),-4.1%,0.0%,i,-15.1%,-0.4%,-2.2%,-1.8%,i,i,-3.9%,i
C=CCSc1nc2c(N)ncnc2n1[C@@H]1O[C@H](CO)[C@@H](O)[C@@H]1O,-5.3%[11.4 µM],3.4%[9.22 µM],i,10.2%[11.4 µM],4.9%[11.4 µM],-4.6%[9.17 µM],-4.2%[11 µM],i,i,0.8%[9.22 µM],i
Cc1cc(Nc2ccccc2Br)n2nc(C)nc2n1,-7.2%,-1.5%,x,2.0%,0.9%,2.9%,0.9%,x,x,-0.4%,x
COCCCn1cnc2c(c1=O)c1nc3ccccc3nc1n2-c1ccc(C)cc1,-6.0%,1.2%,i,49.1%[activator],-4.6%,6.0%,-0.1%,i,i,-5.4%,1.83e-07M*
COc1cccc(C(C(=O)NC(C)(C)C)N(C(=O)CCC(=O)Nc2cc(C)on2)C2CC2)c1OC (stereo unspecified),-0.9%,1.9%,i,13.1%,-0.4%,-5.6%,0.6%,i,i,x,i
N#C/C(=C\c1c[nH]c2ccccc12)C(=O)c1ccc(O)c(O)c1,-6.3%,0.5%,i,u,0.251µM*,5.8%,u,i,u,-1.8%,i
O=C(CSc1nnc(-c2ccc(F)cc2)o1)c1ccc2c(c1)OCCO2,-4.0%,1.2%,u,-0.2%,0.8%,0.6%,-1.1%,i,u,-4.3%,i
O=C(NCCN1CCOCC1)c1ccc2c(c1)ncn2C1CCCC1,-4.3%,0.0%,x,7.5%,7.7%,11.8%,2.7%,x,x,-0.6%,x
O=C(CCCN1C(=O)c2ccccc2C1=O)Nc1sc2c(c1C(=O)NCc1ccco1)CCC2,-4.4%,-2.2%,i,4.4%,-5.9%,14.4%,-14.5%,i,u,1.4%,i
COCCn1nnnc1SCC(=O)c1ccc(F)cc1,21.2%,-1.9%,i,u,-13.5%,0.2%,2.6%,i,i,x,i
O=c1oc2ccc(Br)cc2cc1-c1nc2ccccc2o1,-10.8%,2.9%,i,4.2%,0.8%,10.6%,1.0%,i,u,5.3%,6.72e-08M*
CCOc1cc(C2Nc3ccccc3C(=O)N2c2ccccc2OC)ccc1O (stereo unspecified),x,0.3%[20.6 µM],i,x,x,x,x,i,i,x,2.59e-07M*
CCOc1cc(-c2cc(N)n[nH]2)cc(OCC)c1OCC,-4.1%,x,x,-5.6%,13.3%,3.5%,-7.7%,x,x,-1.0%,x
CSCCC(NS(=O)(=O)c1ccc2c(c1)oc(=O)n2C)C(=O)NC1CCC(C)CC1 (stereo unspecified),-5.9%,-3.4%,x,8.2%,0.8%,0.3%,-2.2%,x,x,-1.0%,x
O=C(NCc1ccco1)Nc1ccc(Br)cc1,-2.2%,3.0%,x,1.1%,4.1%,-12.7%,-5.8%,x,x,-3.1%,x
Cc1ccccc1CS(=O)(=O)CCC(=O)NCc1ccccn1,9.1%,0.0%,i,-0.8%,6.5%,-7.1%,-21.6%,i,i,-1.2%,i
COc1cccc(Oc2ccc(N)cn2)c1,2.4%,3.9%,u,6.3%,3.4%,5.7%,-21.7%,i,u,u,i
COc1ccccc1N1CCN(c2cc(=O)n(-c3ccc(Cl)cc3)c(=O)[nH]2)CC1,-3.2%,x,x,1.4%,3.0%,6.0%,-5.4%,x,x,0.1%,x
COc1cc2c(cc1OC)CN(Cc1cccs1)CC2,2.2%[11.4 µM],-2.3%,x,u,u,-15.8%[9.17 µM],4.0%[11 µM],x,x,-0.6%[0.0738 µM],x
O=C(O)CCCC(=O)Nc1ccc(N2CCCC2)cc1,-5.9%,-2.2%,u,u,-22.6%,2.7%,-3.0%,i,u,-1.2%,u
c1nc(NCCN2CCOCC2)c2cc(-c3ccoc3)ccc2n1,-4.1%,16.5%[9.22 µM],i,0.3%,4.8%,-0.4%,-7.8%,i,i,-1.3%,u
CC1CCCC(C)N1C(=O)C1CC(c2ccc(F)cc2)=NO1 (stereo unspecified),-1.9%,-1.1%,i,-2.8%,0.7%,9.6%,1.6%,i,u,-0.7%,u
O=C(c1ccc(Cl)c(F)c1F)N1CCCC1,0.5%,-1.7%,i,-4.6%,16.4%,3.0%,-5.7%,i,i,0.8%,i
COc1ccc2nc(CC(C)(C)CC(=O)O)c[n+]([O-])c2c1,-4.3%,-2.1%,u,1.9%,7.6%,x,-3.7%,i,i,1.7%[0.369 µM],1.7e-06M*
O=c1c2c3nc4ccccc4nc3n(-c3cccc(F)c3)c2ncn1Cc1ccc2c(c1)OCO2,0.7%,2.1%,i,6.0%,-5.0%,-2.7%,-3.0%,i,u,-1.9%[57.5 µM],u
CN1CCc2c(sc3c2c(=O)n(-c2ccccc2)c2nncn32)C1,-16.2%,0.0%,i,u,u,5.2%,u,i,i,9.0%[0.369 µM],1.32e-08M*
CCN(CC)c1ccc(NC(=O)c2ccco2)cc1,-3.3%,-2.6%,i,-0.8%,-9.3%,-9.1%,-12.5%,i,i,2.1%,i
O=C(NCc1ccccc1)c1cccc(S(=O)(=O)N2CCOCC2)c1,1.5%,0.0%,x,6.7%,8.8%,-19.3%,-4.7%,x,x,0.2%,x
COc1cc2c(C)nc(C)c(C#N)c2cc1OC,-4.0%,0.0%,i,4.4%,-15.6%,6.2%,-2.4%,i,i,-1.1%,i
COc1ccc(N2C(=O)NC3CC2(C)Oc2ccc(Br)cc23)cc1OC (stereo unspecified),4.4%,3.6%,i,5.2%,20.1%,-3.7%,0.1%,i,i,-1.2%,i
COC(=O)c1cc(Br)c(=O)n(CC(C)C)c1,8.4%,0.6%,u,7.3%,15.2%,-0.2%,-8.8%,i,i,-5.9%[0.369 µM],u
COc1cccc(CNC(=O)C2CCCN(c3nn4c(=O)cc(C)nc4s3)C2)c1 (stereo unspecified),-6.2%,1.0%,u,-3.4%,-8.6%,12.3%,0.8%,i,i,-1.8%,i
O=C(Cn1c(=O)oc2cc(S(=O)(=O)NCc3ccccc3)ccc21)NCc1ccco1,-1.8%,2.3%,x,3.7%,13.7%,0.2%,-4.5%,x,x,-0.3%,x
Cc1ccc(CNn2cnnc2SCC(=O)NC(C)(C)C)cc1,-3.6%,-1.3%,i,7.6%,5.3%,3.5%,1.1%,i,i,x,i
COC(=O)c1cc(OC)c(OC)c(OC)c1N,-7.2%,-2.6%,i,-11.4%,10.7%,-2.9%,-0.4%,i,u,-1.6%,5.76e-08M*
COC(=O)Cc1nc2ccccc2[nH]1,-5.1%,2.8%,i,-9.6%,9.6%,-2.7%,-0.6%,i,i,-0.1%[57.5 µM],i
Cn1c(CN2CCCCC2)nc2cc(NC(=O)c3ccccc3)ccc21,0.2%,3.2%,i,-0.4%,-4.5%,0.0%,-4.1%,i,u,8.3%,u
Cc1nc2ccccn2c1/C(O)=C1\C(=O)C(=O)N(CCCN(C)C)C1c1ccc(Cl)cc1 (stereo unspecified),-11.0%,-4.4%,x,-6.2%,-13.3%,-6.7%,-4.9%,x,x,0.9%,x
Cc1ccc(SCCNC(=O)CN2C(=O)c3ccccc3S2(=O)=O)cc1,-0.7%,0.0%,i,7.1%,-7.6%,-0.9%,-2.4%,i,i,x,i
COc1cc(C2CC(=O)Nc3ccccc3S2)cc(OC)c1OC (stereo unspecified),-0.6%,-0.1%,i,-0.7%,-14.4%,-2.1%,-3.6%,i,u,-1.6%,i
O=C(c1ccco1)N1CCN(Cc2nnnn2CCc2ccccc2)CC1,-4.9%,-1.9%,u,12.7%,1.6%,-9.9%,-2.6%,i,i,x,i
Cn1c(=O)c2c(nc(N3CCOCC3)n2CC(=O)c2ccccc2)n(C)c1=O,-1.4%,2.1%,u,-1.5%,8.3%,x,-1.5%,i,i,2.6%[0.369 µM],2.05e-08M*
